# Compound activity: PubChem, NMMLSC
# Bim-Bcl-2 = human Bim-Bcl-2 interaction inhibition. P10415. Bead-based flow cytometry, Bim peptide-Bcl-2 binding. inhibition, % at 10 µM. hit rate 0.06% among 190,000; in the data active = inhibition above about 40%; inconclusive = no clear call, values can overlap the other calls;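 note: 0% = no compound wells with probe peptide and 100% = reference peptide inhibitor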
# Target sequence (P10415 whole entry, looked up): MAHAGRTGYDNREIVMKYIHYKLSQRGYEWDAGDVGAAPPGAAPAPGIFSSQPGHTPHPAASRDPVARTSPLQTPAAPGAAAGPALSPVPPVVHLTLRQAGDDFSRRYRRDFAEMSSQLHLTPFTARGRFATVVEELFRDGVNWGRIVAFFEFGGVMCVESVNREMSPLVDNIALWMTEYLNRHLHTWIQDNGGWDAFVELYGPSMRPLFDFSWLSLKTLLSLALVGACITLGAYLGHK
# RGS4-Gao reg = human RGS4-Galphao interaction regulation; Multiplexed bead flow cytometry, RGS4-Galphao binding; actives lie on both sides; binding response (% of control), % at 10 µM; hit rate 0.33% among 220,000; AID 1415; in the data active = binding response below about 49% or above about 150%; inactive = in between;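 note: fluorescent Galphao activated with aluminum fluoride binding bead-coupled RGS4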
# Target sequence (P09471 whole entry, looked up): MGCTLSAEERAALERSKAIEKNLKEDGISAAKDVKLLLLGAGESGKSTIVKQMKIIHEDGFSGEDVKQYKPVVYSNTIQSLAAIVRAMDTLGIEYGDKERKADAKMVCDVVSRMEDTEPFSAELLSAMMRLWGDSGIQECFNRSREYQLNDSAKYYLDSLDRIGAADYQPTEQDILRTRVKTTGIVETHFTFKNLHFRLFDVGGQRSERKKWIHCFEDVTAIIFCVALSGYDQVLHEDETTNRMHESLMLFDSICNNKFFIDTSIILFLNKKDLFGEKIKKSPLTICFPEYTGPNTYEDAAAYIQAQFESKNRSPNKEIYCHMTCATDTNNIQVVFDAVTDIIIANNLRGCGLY
# Bcl-W Bim block = human Bim-Bcl-W interaction inhibition; Q92843; bead-based flow cytometry, Bim peptide-Bcl-W binding; inhibition, % at 10 µM; hit rate 0.02% among 190,000; AID 952;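 note: 0% = bound tracer without compound and 100% = peptide blocker; higher means less fluorescent Bim peptide bound to Bcl-W beads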
# Target sequence (Q92843 whole entry, looked up): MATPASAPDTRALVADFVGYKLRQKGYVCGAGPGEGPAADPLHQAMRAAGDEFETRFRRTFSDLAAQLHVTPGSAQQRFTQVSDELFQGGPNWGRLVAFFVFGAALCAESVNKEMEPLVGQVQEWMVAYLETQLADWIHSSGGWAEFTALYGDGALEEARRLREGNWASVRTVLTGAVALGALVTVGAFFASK
# ABCB1 inh = human ABCB1 inhibition, ABCG2 as counter-screen; CCRF-Adr cells, JC-1 efflux, flow cytometry; inhibition, % at 6.6 µM; hit rate 0.067% among 190,000; AID 1326; in the data active = inhibition above about 40%;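 note: 0% = vehicle and 100% = reference inhibitor; higher value means more JC-1 retained so stronger ABCB1 efflux block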
# Bim-Bcl-XL = human Bim-Bcl-XL interaction inhibition; Q07817; Bim peptide-Bcl-XL binding, bead flow cytometry, fluorescence; inhibition, % at 10 µM; hit rate 0.04% among 190,000
# Target sequence (Q07817 whole entry, looked up): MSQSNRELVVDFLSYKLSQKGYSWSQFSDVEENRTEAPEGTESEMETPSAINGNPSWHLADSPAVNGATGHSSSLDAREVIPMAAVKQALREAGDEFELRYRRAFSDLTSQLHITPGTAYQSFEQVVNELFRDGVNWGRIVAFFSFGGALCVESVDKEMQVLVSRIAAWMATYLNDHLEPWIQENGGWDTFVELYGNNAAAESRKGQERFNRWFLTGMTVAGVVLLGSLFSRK
# Bfl-1 Bim block = human Bim-Bfl-1 interaction inhibition | Q16548 | Bead-based flow cytometry, Bim-Bfl-1 binding inhibition | inhibition, % at 10 µM | hit rate 0.12% among 190,000 | AID 1008;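 note: 0% = wells without compound plus tracer and 100% = blocker peptide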
# GSH fluor = GSH bead compound fluorescence profile; hit rate 0.25% among 190,000; fluorescence (KMESF) at 10 µM; GSH beads flow cytometry, compound fluorescence 488/530 nm; stronger effect = higher value; in the data active = fluorescence above about 89;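 note: glutathione beads carrying GST-tagged Bcl family fusion proteins plus one bare bead set; values are compound well signal with DMSO vehicle wells as background; inactives centre near 16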
# ABCG2 inh = blocks JC-1 efflux by human ABCG2 transporter | Q9UNQ0 | IgMXP3 cells, flow cytometry | inhibition, % at 6.6 µM | hit rate 0.1% among 190,000 | AID 1325;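 active = inhibition above 80%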;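 note: 0% = DMSO and 100% = nicardipine control wells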
#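 Times: 10 min at 25 °C | Test system: Two drug-resistant human cell lines, ABCG2 and ABCB1 | Quantity: 3 million cells/mL final, two lines in 1:1 ratio | Signal: Flow cytometry, 530 nm JC-1 signal | Dosing: Compound at 6.6 µM | Controls: Nicardipine and DMSO wells | Reagent: JC-1 as fluorescent efflux pump substrate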
# Avidin fluor = avidin bead compound fluorescence profile. AID 1775. fluorescence (KMESF) at 10 µM. Avidin beads, compound fluorescence 488/530 nm, flow cytometry; stronger effect = higher value. hit rate 0.38% among 220,000; in the data active = fluorescence above about 47; note: inactives centre near 10
# RGS7-Gao reg = human RGS7-Galphao interaction regulation. hit rate 0.35% among 220,000. AID 1439. binding response (% of control), % at 10 µM. Multiplexed bead flow cytometry, RGS7-Galphao binding; actives lie on both sides. P09471; in the data active = binding response below about 49% or above about 150%; inconclusive = no clear call, values can overlap the other calls; inactive = in between;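 note: fluorescent Galphao held in activated GDP-AlF4 state binding bead-coupled RGS7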
# Bim-Bcl-B = human Bim-Bcl-B interaction inhibition. Q9HD36. hit rate 0.073% among 190,000. AID 951. bead-based flow cytometry, Bim peptide-Bcl-B binding. inhibition, % at 10 µM;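 note: 0% = tracer peptide without compound and 100% = reference inhibitor peptide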
# * = called active by the depositor; u = inconclusive; x = no result given. Cut-off read from the data, not from the text of the source, unless noted: active = inhibition above about 40%.
SMILES,Bim-Bcl-2,RGS4-Gao reg,Bcl-W Bim block,ABCB1 inh,Bim-Bcl-XL,Bfl-1 Bim block,GSH fluor,ABCG2 inh,Avidin fluor,RGS7-Gao reg,Bim-Bcl-B
CCCN(CCC)C(=O)Cc1ccc(F)cc1,21,94,2,0.0,0,6,11,2,8,92,11
CCOc1ccc(C)cc1S(=O)(=O)n1ccc(C)n1,-4,101,-4,0.5,-1,-4,21,2,8,102,-3
Cc1ccc(-c2oc3ncnc(N)c3c2-c2ccc(C)cc2)cc1,-7,102,-1,0.7,-4,-7,33,1,9,103,-4
Cc1ccc(C(=O)OCn2ncc(Cl)c(Cl)c2=O)cc1,0,98,-2,0.2,-3,-1,14,0,36,98,-2
CC(C)(C)C(=O)CNCC(=O)C(C)(C)C,0,106,-2,-0.6,-4,-7,13,6,19,109,-4
CC(C)c1ccc(/C=N/N2CCCCC2)cc1,-3,104,-4,1.6,-1,-5,15,2,10,100,-3
CCN(CC)C(=O)C(=O)c1cc(C)n(-c2ccc(F)cc2)c1C,-2,102,-2,0.2,-2,-2,16,1,12,102,-1
COc1ccc(C2CC(c3cccc(OC)c3OC)n3nnnc3N2)cc1 (stereo unspecified),-9,96,-3,1.1,-5,-17,27,6,33,100,-11
Cc1ccc(S(=O)(=O)N(CC(=O)N2CCC(C(N)=O)CC2)Cc2ccc(F)cc2)cc1,-4,102,0,0.8,-1,0,15,3,7,102,0
COc1cccc(C(=O)Oc2ccccc2/C=C\C(=O)c2cc3ccccc3o2)c1,-3,102,-7,0.2,-7,0,12,8,5,101,-5
CC(C)N1CCN(Cc2nc3c(s2)CCCC3)CC1CCO (stereo unspecified),-4,101,0,0.3,1,-3,12,1,11,u,-4
O=C(NC(=S)Nc1cnc2ccccc2c1)c1ccccc1,-4,103,-1,0.8,-4,-6,18,5,9,u,-5
CCOC(=O)c1cc(-c2ccc3c(c2)OCCO3)nc2c1c(C)nn2CCC#N,-1,98,-1,4.6,0,0,34,37,5,99,-7
c1ccc(C2C3=C(Nc4ncnn42)c2ccccc2CCC3)cc1 (stereo unspecified),-7,108,0,0.8,-7,-10,47,7,6,103,-6
Cc1cc(C)c(NC(=O)Nc2ccccc2)c(Cl)c1,0,104,-2,0.1,-1,0,8,1,4,101,-4

# Fetched one by one from the list above (5):
SMILES,Bim-Bcl-2,RGS4-Gao reg,Bcl-W Bim block,ABCB1 inh,Bim-Bcl-XL,Bfl-1 Bim block,GSH fluor,ABCG2 inh,Avidin fluor,RGS7-Gao reg,Bim-Bcl-B
CCOc1ccc(C)cc1S(=O)(=O)n1ccc(C)n1,-4,101,-4,0.5,-1,-4,21,2,8,102,-3
CCN(CC)C(=O)C(=O)c1cc(C)n(-c2ccc(F)cc2)c1C,-2,102,-2,0.2,-2,-2,16,1,12,102,-1
COc1cccc(C(=O)Oc2ccccc2/C=C\C(=O)c2cc3ccccc3o2)c1,-3,102,-7,0.2,-7,0,12,8,5,101,-5
CC(C)(C)C(=O)CNCC(=O)C(C)(C)C,0,106,-2,-0.6,-4,-7,13,6,19,109,-4
c1ccc(C2C3=C(Nc4ncnn42)c2ccccc2CCC3)cc1 (stereo unspecified),-7,108,0,0.8,-7,-10,47,7,6,103,-6

# Going on with the list:
SMILES,Bim-Bcl-2,RGS4-Gao reg,Bcl-W Bim block,ABCB1 inh,Bim-Bcl-XL,Bfl-1 Bim block,GSH fluor,ABCG2 inh,Avidin fluor,RGS7-Gao reg,Bim-Bcl-B
CC(=O)NCCc1nc2ccccc2n1CCc1ccccc1,-3,102,-4,0.5,-3,0,30,8,6,99,0
COc1ccc(-n2ncc3c(NCCCN4CCOCC4)ncnc32)cc1,0,90,0,0.6,0,-1,25,5,17,92,-2
CCOc1cccc(=O)c2c(C)n(Cc3ccco3)c(C)c12,-2,75,-3,-1.6,0,0,33,-2,1,80,-2
O=C(CN1N=C(c2ccccc2)CCC1=O)NCCCN1CCc2ccccc2C1,-4,89,-2,0.0,-8,-5,16,3,10,80,-5
O=C(CC1CCCCC1)Nc1ccccc1-c1ccccc1,-1,107,-7,1.1,-10,-4,10,5,14,105,-10
CCOC(=O)C1CCCN(C(=O)c2cc3ncc(Br)cn3n2)C1 (stereo unspecified),0,100,-2,0.2,0,-2,17,1,9,95,1
COc1cc(C(=O)NCCC(=O)NCCc2ccc(Cl)cc2)cc(OC)c1OC,-1,101,-4,0.2,-4,0,21,14,11,102,-3
Cc1nnc(SCC(=O)N/N=C/c2cc(Cl)c(O)c(Cl)c2)s1,-4,100,-5,-0.3,-10,-14,18,-2,13,102,-14
O=C(Nc1ccc2oc(-c3ccccc3)nc2c1)c1ccccc1F,u,107,x,-0.6,x,x,77,15,3,103,x
O=C(CSc1ccccc1C(=O)NCc1ccccc1)NC1CCCCCCC1,-4,107,3,5.0,0,0,15,23,10,101,3
COc1ccc(NC2CC(=O)NC2=O)cc1 (stereo unspecified),0,97,-1,0.1,0,0,17,1,15,98,-3
Cc1cccc(-n2ncc3c(NCc4ccccc4)ncnc32)c1,-5,99,-4,0.3,-6,-12,16,3,7,100,-8
Cc1ccc(-n2nnnc2SCC(=O)NC2CCCc3ccccc32)c(C)c1 (stereo unspecified),-3,103,-3,2.4,-7,-2,8,3,4,101,-12
O=CN1N=C(c2ccccc2)CC1c1ccccc1[N+](=O)[O-] (stereo unspecified),-3,98,-1,0.1,-3,-8,13,9,11,96,-7
Cc1ccc(S(=O)(=O)C2(C(=O)Nc3nccs3)CC2)cc1,-6,103,-6,0.4,-7,-9,14,2,25,105,-15
CC(C)C(=O)Nc1ccc(C(=O)NNC(=O)c2cccs2)cc1,-2,98,-4,2.7,-7,-6,10,3,10,96,-5
C=CCNC(=S)N/N=C(\C)c1cc(OC)c(OC)c(OC)c1,-6,105,-4,1.2,-6,-11,15,13,16,105,-6
COc1cc([C@H]2[C@@H]3CCCC[C@]3(O)CCN2CC(=O)Nc2ccc(C)cc2)ccc1O,-10,105,-3,-2.4,-7,-10,33,-4,6,103,-8
CC1(C)CC(=O)C=C(NCCN2CCN(C(=O)Nc3ccc(Cl)cc3)CC2)C1,-6,107,0,0.2,-2,-5,17,4,7,107,-3
O=C(N/N=C/c1c(Nc2cccc(C(F)(F)F)c2)nc2ccccn2c1=O)c1ccccc1,-1,106,-3,-1.3,0,-1,16,-7,5,103,-1
Cc1cccc(/C=N/N(CCO)C2=NS(=O)(=O)c3ccccc32)c1,5,106,9,0.3,14,1,5,3,20,99,6
CCOC(=O)N/N=C/c1cccnc1,0,98,0,-0.7,0,0,18,0,10,u,-4
COCCCNCC#CCOc1ccc(OC)cc1,-2,100,0,0.2,0,-1,11,0,11,u,-3
CCOC(=O)Cn1c2ccc(OC)cc2c2nc3ccccc3nc21,3,119,5,0.2,5,6,16,0,7,102,3
Cc1ccc(CCNC(=O)CCS(=O)(=O)c2ccc(Br)cc2)cc1,2,111,0,0.2,-1,6,20,0,8,109,0
Cc1cccc(C(=O)Nc2nnc(-c3cccnc3)o2)c1,-2,100,-2,0.0,-4,-4,12,14,9,100,-2
O=S1(=O)CCN2C(c3cccc4ccccc34)=CSC2=N1,-2,102,-4,0.0,-6,2,75,0,12,105,-6
O=[N+]([O-])c1ccc(Oc2ccc(-c3cnc4ccccc4n3)cc2[N+](=O)[O-])cc1,-3,99,-4,1.0,-2,-8,11,16,6,96,-5
c1coc(Cn2c(SCc3nc4ccccc4[nH]3)nnc2-c2cccs2)c1,-10,100,-3,2.7,-6,-16,23,23,9,99,-11
CN(C(=O)COC(=O)c1ccccc1NC(=O)c1ccco1)C1CCS(=O)(=O)C1 (stereo unspecified),-5,101,-1,0.2,0,-7,16,1,25,102,-2
COc1ccc(C(=O)NCC(=O)OCC(=O)c2cc(OC)c(OC)c(OC)c2)cc1OC,-4,94,0,0.2,-1,-8,11,1,12,94,-5
COC(=O)c1cn(NC(=O)Cc2ccc(OC)c(OC)c2)c(=O)c2ccccc12,-6,102,1,0.5,-1,-5,14,1,10,98,0
O=C(N/N=C/c1ccc2c(c1)OCO2)C1COc2ccccc2O1 (stereo unspecified),0,100,-1,0.0,0,-1,24,2,11,101,0
O=C1C=C(c2ccccc2)OC2(CCCC2)O1,-10,97,1,0.6,-2,-11,17,3,9,101,-9
COc1ccccc1C1C(C(=O)c2sc(C)nc2C)=C(O)C(=O)N1CCN1CCOCC1 (stereo unspecified),-8,102,-1,0.8,-8,-20,24,8,29,100,-7
CN(C)S(=O)(=O)NCc1ccc2c(c1)OCO2,-7,98,1,0.3,-7,-10,21,0,13,99,-7
CCOc1ccc(Oc2nc(N(CC)CC)nc(N3CCOCC3)n2)nn1,-1,102,0,1.0,-2,-2,16,16,13,u,-1
CCCN(CCC)c1nc(NC2CCN(C(=O)OCC)CC2)nc(OC)n1,0,112,1,2.5,0,-1,10,10,21,107,4
Cc1nn(CCC#N)c(NC(=O)c2ccc(Cl)cc2Cl)c1P(=O)(Nc1ccc([N+](=O)[O-])cc1)N1CCOCC1 (stereo unspecified),-8,100,3,0.0,-6,-10,40,1,14,101,-7
CCCN1Cc2cccc(C(=O)N3CCN(c4ccc(F)cc4)CC3)c2C1=O,-7,103,-2,0.8,-2,-12,22,2,16,102,-7
CSCCC(NS(=O)(=O)c1ccc2ccccc2c1)C(=O)OCC(=O)c1ccc(C(C)C)cc1 (stereo unspecified),0,85,-1,1.4,-3,0,6,2,6,81,-1
CC1CCN(Cc2ccc(-c3nnn(CC(=O)Nc4ccccc4Cl)n3)cc2)CC1,-5,103,-2,0.2,-1,-7,23,0,10,96,-4
O=C(C1=C(O)C(=O)N(c2ccccc2)C1c1ccc([N+](=O)[O-])cc1)c1cccs1 (stereo unspecified),-2,102,-2,-1.1,-5,-5,13,-1,7,97,-2
CC(C)(C)C1CCC(C(=O)OCC(=O)N2CCN(C(=O)c3ccco3)CC2)CC1 (stereo unspecified),0,101,1,0.5,1,3,14,2,10,u,2
O=C(Cn1nnc2ccccc2c1=O)N1CCCc2ccccc21,-1,101,-2,0.7,-4,-7,56,2,26,102,-4
COCC(C)n1c(C)cc(C(=O)COC(=O)c2nc3nc(C)cc(C)n3n2)c1C (stereo unspecified),0,94,0,0.0,-1,-1,18,0,7,92,3
Cc1ccc(N2C(=O)NC3(CCCCC3)C2=O)cc1,-6,106,2,0.7,-4,-10,12,5,5,106,-12
COc1cccc(NC(=O)c2ccc(NCCCN3CCC(C)CC3)c([N+](=O)[O-])c2)c1,-3,104,0,0.4,-2,-4,12,2,9,107,-3
COc1cc(/C=C/C(=O)Nc2cc(C(F)(F)F)ccc2Cl)cc(OC)c1OC,0,73,-1,0.9,0,-2,13,5,13,76,0
COc1nc(Cl)cn(-c2ccc(Cl)cc2)c1=O,-2,97,-1,0.7,-4,0,6,4,1,100,-4
NC(=O)c1oc2ccc(Cl)cc2c1N,-2,98,0,0.0,-2,0,11,1,8,97,-4
CCc1nnc(NC(=O)C2Cc3ccccc3CN2S(=O)(=O)c2cccs2)s1 (stereo unspecified),-2,88,6,1.1,0,-10,8,4,5,90,0
COc1ccccc1N1CCN(Cc2nc3ccccc3c(=O)n2CC(C)=O)CC1,-17,99,1,0.0,-7,-10,59,3,10,100,-30
CC(/C=C/c1ccco1)=N/NC(=O)Cc1cccs1,-8,88,-2,2.0,-5,-17,29,19,14,89,-12
